Assay outcomes: PubChem BioAssay, several laboratories
LYP phosphatase: inhibitors of LYP phosphatase, biochemical, fluorescence intensity, uHTS (AID 1779); 290,000 tested, 0.054% active; recombinant LYP phosphatase, fluorescence intensity; higher % means a stronger effect; one-dose inhibition, % at 11.5 µM; IC50 in µM for titrated hits; in the data active means inhibition above about 50%;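 further: plate controls were vehicle with enzyme for no effect and no enzyme for full effect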
HIV fusion peptide: inhibitors of HIV fusion peptide binding, primary screen, biochemical, uHTS, fluorescence dequenching (AID 1986). cell-free peptide binding, fluorescence dequenching, 30 min; higher % means a stronger effect. inhibition, % at 20 µM, or IC50 in µM where a hit was titrated. 290,000 tested, 0.3% active; in the data active means inhibition mostly above about 52%, no sharp cut-off; inactive means mostly below about 76%; further: some results filed as inactive read as strong as hits
Siah-1 displacement: blockers of Siah-1 interaction with plectin peptide – biochemical, fluorescence polarization, rhodamine-plectin, uHTS, primary screen (AID 1817) | Siah-1 / rhodamine-plectin peptide fluorescence polarization; higher % means a stronger effect | displacement, % at 20 µM; hits with a dose series show IC50 in µM | 290,000 tested, 0.02% active;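 active means displacement of at least 50% at 20 µM, with a fluorescence ratio check between 0.3 and a set limit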;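 further: plate controls were Siah plus tracer with DMSO for no effect and tracer alone without Siah for full effect; strong numbers were not always called active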
GPR35 arrestin U2OS: GPR35 antagonists blocking zaprinast-driven arrestin recruitment, primary screen, imaging, U2OS, beta-arrestin-GFP, zaprinast agonist (AID 2058); U2OS GPR35 beta-arrestin-GFP translocation imaging, zaprinast antagonism; higher % means a stronger effect; one-dose inhibition, % at 10 µM; IC50 in µM for titrated hits; 290,000 tested, 0.052% active;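 active means inhibition of at least 50% with at least 30 cells and total cytoplasm GFP at most 10,000,000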
NTR1 agonist: agonists of NTR1, primary screen, imaging, U2OS cells, beta-arrestin-GFP, high content (AID 493036). P30989. 330,000 tested, 0.17% active. activation, % at 20 µM. NTR1-U2OS beta-arrestin-GFP spot imaging, agonist mode;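 active means activation at or above 40% of the spot to cytoplasm intensity ratio, with at least 20 cells analyzed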;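 further: 0% = DMSO without peptide and 100% = 100 nM NTR1 peptide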
Target sequence (P30989 whole entry, looked up): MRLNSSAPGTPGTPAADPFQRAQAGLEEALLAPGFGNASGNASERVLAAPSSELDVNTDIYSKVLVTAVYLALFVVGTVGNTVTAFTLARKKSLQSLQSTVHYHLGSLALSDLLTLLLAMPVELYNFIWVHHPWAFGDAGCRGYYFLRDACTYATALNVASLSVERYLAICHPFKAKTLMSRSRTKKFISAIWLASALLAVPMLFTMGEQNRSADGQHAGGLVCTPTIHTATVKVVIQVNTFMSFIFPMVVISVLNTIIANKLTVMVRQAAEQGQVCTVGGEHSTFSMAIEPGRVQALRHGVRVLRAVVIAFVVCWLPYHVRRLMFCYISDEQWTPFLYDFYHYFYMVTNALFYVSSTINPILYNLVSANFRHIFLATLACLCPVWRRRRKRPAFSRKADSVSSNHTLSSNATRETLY
GPR55 antagonists: inhibition of LPI-stimulated GPR55 beta-arrestin translocation – imaging, U2OS, beta-arrestin-GFP, LPI agonist, primary screen (AID 2013) | U2OS GPR55 beta-arrestin-GFP translocation imaging, LPI antagonism; higher % means a stronger effect | 290,000 tested, 0.13% active | inhibition, % at 10 µM; hits with a dose series show IC50 in µM;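 active means spots per cell inhibited over 60%, with over 100 cells counted and total cytoplasm intensity under 500,000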;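 further: U2OS cells stably carrying GPR55 and arrestin-GFP stimulated by 5 µM LPI near EC80; imaged beta-arrestin-GFP aggregate spots per cell after agonist stimulation; plate controls were LPI-stimulated DMSO wells for no effect and DMSO wells without LPI for full effect; some results filed as inactive read as strong as hits; confirmed hits need IC50 under 10 µM and bright autofluorescent wells are also inconclusive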
Myeloid diff MLP: myeloid differentiation induction | ER-HoxA9 myeloid progenitors, lysozyme-GFP differentiation, flow cytometry | calls only at 10 µM | 360,000 tested, 1% active | AID 624256;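 active means normalized GFP-positive differentiation at or above the plate's own cutoff, the solvent-only control mean plus 3 SD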;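 further: cells exposed to compound for four days before flow analysis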
PhoP inhibition: inhibitors of PhoP regulon expression, primary screen, Salmonella Typhimurium, GFP reporter (AID 1863) | 300,000 tested, 0.16% active | S. Typhimurium PhoP-regulated promoter GFP reporter, 4 h; higher % means a stronger effect | one-dose inhibition, % at 50 µM; IC50 in µM for titrated hits;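 active means inhibition over 29.93%, a cutoff 3 SD above the screen mean, later confirmed by dose response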;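 further: 0% = low Mg2+ inducing control and 100% = high Mg2+ repressing control; strong numbers were not always called active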
Rac1 GTP hydrolysis: MgcRacGAP GTPase-activating activity inhibitors, confirmation, biochemical, ADP Hunter fluorescence. MgcRacGAP-stimulated Rac1 GTP hydrolysis, ADP Hunter fluorescence; higher % means a stronger effect; GST-tagged Rac1 F28L mutant substrate. AID 624330. inhibition, % at 30 µM; hits with a dose series show IC50 in µM. 340,000 tested, 0.6% active;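 active means first-screen hits whose inhibition reached a set limit at any dose in the follow-up dose series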;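 further: fluorescence reports GDP produced by GAP-driven GTP hydrolysis; strong numbers were not always called active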
NTR1 agonist cell count 20 µM: also measured in NTR1 agonist; calls as there; cell count; measured here: cell count, cytotoxicity flag
Myeloid diff MLP GFP+ MAC1+ %: recorded beside Myeloid diff MLP, whose call it bears; GFP+ MAC1+ double positive, %; measured here: differentiation confirmed by MAC1 staining
Starred values were filed as active, the others as inactive; i = inactive; nt = no result given. Not a hit list; any-hit rate near 2.4%.

The opening six records, to show the layout:
SMILES	LYP phosphatase	HIV fusion peptide	Siah-1 displacement	GPR35 arrestin U2OS	NTR1 agonist	NTR1 agonist cell count 20 µM	GPR55 antagonists	Myeloid diff MLP	Myeloid diff MLP GFP+ MAC1+ %	PhoP inhibition	Rac1 GTP hydrolysis
O=C(CS(=O)(=O)c1ccc(F)cc1)Nc1nnc(-c2cccs2)o1	nt	nt	nt	nt	0.0	60	nt	i	0.8	-4%	2%
CCOC(=O)Cc1csc(NC(=O)c2c(O)c3ccccc3n(CC(C)C)c2=O)n1	10%	13%	1%	-8%	1.0	39	0%	i	1.3	-2%	-6%
COc1ccc(NC(=O)c2cc(-c3ccc(C)cc3O)n[nH]2)c(OC)c1	13%	-1.1%	2%	-4%	6.3	113	10%	i	0.6	15%	nt
CN1CCN(c2oc(-c3ccco3)nc2S(=O)(=O)c2ccccc2)CC1	-8%	1.5%	-2%	-10%	-1.1	54	10%	i	2.0	-5%	1%
COc1ccccc1N1CCN(C(=O)c2cc3c(C)nc4ccccc4c3o2)CC1	3%	-2.2%	2%	-22%	9.2	63	-3%	i	1.7	-3%	12%
CCOCCCNC(=O)C1CCN(S(=O)(=O)CC)CC1	-10%	0.5%	10%	12%	-1.1	63	19%	i	6.7	1%	5%

The whole of this part, repeating the preview:
SMILES	LYP phosphatase	HIV fusion peptide	Siah-1 displacement	GPR35 arrestin U2OS	NTR1 agonist	NTR1 agonist cell count 20 µM	GPR55 antagonists	Myeloid diff MLP	Myeloid diff MLP GFP+ MAC1+ %	PhoP inhibition	Rac1 GTP hydrolysis
O=C(CS(=O)(=O)c1ccc(F)cc1)Nc1nnc(-c2cccs2)o1	nt	nt	nt	nt	0.0	60	nt	i	0.8	-4%	2%
CCOC(=O)Cc1csc(NC(=O)c2c(O)c3ccccc3n(CC(C)C)c2=O)n1	10%	13%	1%	-8%	1.0	39	0%	i	1.3	-2%	-6%
COc1ccc(NC(=O)c2cc(-c3ccc(C)cc3O)n[nH]2)c(OC)c1	13%	-1.1%	2%	-4%	6.3	113	10%	i	0.6	15%	nt
CN1CCN(c2oc(-c3ccco3)nc2S(=O)(=O)c2ccccc2)CC1	-8%	1.5%	-2%	-10%	-1.1	54	10%	i	2.0	-5%	1%
COc1ccccc1N1CCN(C(=O)c2cc3c(C)nc4ccccc4c3o2)CC1	3%	-2.2%	2%	-22%	9.2	63	-3%	i	1.7	-3%	12%
CCOCCCNC(=O)C1CCN(S(=O)(=O)CC)CC1	-10%	0.5%	10%	12%	-1.1	63	19%	i	6.7	1%	5%
Cc1ccc(-n2c(SCC(N)=O)nnc2-c2ccco2)cc1	-11%	1.0%	2%	-2%	0.6	51	10%	i	0.1	-7%	2%
COc1cc2[nH]c(=S)n(CCN3CCOCC3)c(=O)c2cc1OC	-5%	-2.4%	-2%	11%	-0.1	46	8%	i	2.5	8%	16%
N#Cc1c(-c2ccccc2)nc2n1CCS2	-5%	0.0%	7%	-4%	-0.6	30	-6%	i	0.1	-6%	4%
Cc1ccc(C(=O)NCC(=O)OCC(=O)Nc2cc(C)c(C)cc2[N+](=O)[O-])cc1	-6%	-2.3%	-4%	-3%	1.5	95	12%	i	0.2	7%	5%
O=C(Nc1ccc(S(=O)(=O)Nc2ncccn2)cc1)c1ccccc1	-11%	2.4%	13%	6%	0.1	55	5%	nt	nt	0%	3%
CC1CN(C(c2cccs2)c2sc3ncnn3c2O)CC(C)O1 (centres undefined)	2%	-1.1%	10%	-5%	0.4	90	8%	i	2.0	-11%	10%
CCOC(=O)Cn1nc(C)c2ccccc2c1=O	-4%	-0.2%	-4%	12%	-1.3	64	6%	i	1.4	14%	10%
O=C1CCC(/C=C/c2ccccc2)=NN1Cc1ccc(Cl)c(Cl)c1	-8%	1.8%	-5%	-4%	4.9	40	3%	i	1.3	-3%	8%
Cn1c(SCC#N)nnc1-c1cccnc1	-6%	6.7%	-1%	-7%	-0.6	84	-4%	i	0.9	-16%	8%
CC(C)CNC(=O)CSc1n[nH]c(=O)n1CCc1ccccc1	-11%	-0.2%	-7%	4%	1.6	97	-9%	i	1.0	-5%	7%
CCOC(=O)C1=C(C)C2C3C(=O)N(c4cc(C)ccc4C)C(=O)C3C1(C)C1C(=O)N(c3cc(C)ccc3C)C(=O)C21 (centres undefined)	-2%	-0.1%	-2%	-11%	-0.8	45	10%	i	0.1	6%	2%
CCCCNC(=O)CCNC(=O)c1ccc(C(C)(C)C)cc1	-10%	2.9%	-2%	-1%	0.4	61	2%	i	4.2	-10%	11%
Cc1ccc2nc(NCCc3ccccc3)c3nncn3c2c1	-10%	1.1%	7%	-11%	6.8	71	8%	i	0.5	nt	6%
Cc1ccccc1NC(=S)N1CCCC1	-7%	1.0%	9%	-10%	2.5	44	11%	i	0.4	28%	0%
CCOc1ccc(C2=CS/C(=C(\C#N)c3nnc4n3CCCCC4)N2CC)cc1	3%	-0.6%	6%	5%	1.2	59	-15%	i	0.5	3%	14%
COC(=O)Cn1cc(C(=O)OC)cc(Br)c1=O	-11%	1.9%	-6%	-6%	0.5	42	-8%	i	0.6	-7%	0%
CCn1c(SCC(=O)OC)nc2sc3c(c2c1=O)CCC3	9%	1.9%	-9%	0%	0.0	68	4%	i	6.3	6%	17%
CCCc1cc(=O)c2ccc(OCC(C)=O)cc2o1	-5%	-1.7%	0%	5%	-0.6	32	4%	i	0.7	-2%	4%
O=C(Cc1ccc(Br)cc1)N1CCN(c2ccc(F)cc2)CC1	-5%	3.8%	1%	17%	-0.6	48	-3%	i	0.8	3%	9%
Cc1ccc(C2NC(=O)c3c(sc4c3CCN(C)C4)N2)o1 (centres undefined)	2%	2.4%	-2%	-7%	-1.5	49	2%	i	2.5	-15%	-29%
O=c1nc2ccccc2c2n1CC(CN1CCN(c3ccccc3F)CC1)N2 (centres undefined)	-6%	-0.3%	2%	-3%	-0.2	39	2%	i	1.2	1%	7%
COc1ccc(C(=O)NCC(=O)OCC(=O)NC2CCCC2)cc1	-6%	-0.5%	18%	9%	1.2	77	-7%	i	0.2	6%	4%
CCCS(=O)(=O)c1nc(S(=O)(=O)c2ccc(C)cc2)c(NCCCn2ccnc2)s1	-12%	-0.6%	-5%	10%	0.9	66	9%	i	3.9	2%	2%
CC(C)OC(=O)c1ccc(NC(=S)NC(=O)c2cncc(Br)c2)cc1	-4%	1.6%	-1%	13%	4.5	101	-17%	i	1.1	-5%	22%
CCOC(=O)C1=C(C)N(C)C(=S)NC1c1ccc(Cl)cc1Cl (centres undefined)	1%	-2.1%	8%	2%	1.1	49	12%	i	1.2	0%	-11%
CC(C)n1cnc2c(NCc3ccc(S(N)(=O)=O)cc3)nc(NCc3ccc(S(N)(=O)=O)cc3)nc21	-11%	-0.7%	-1%	10%	0.3	78	2%	i	2.0	3%	13%
O=C(O)C(C/C(=N/O)c1ccc(Br)cc1)P(=O)(c1ccccc1)c1ccccc1 (centres undefined)	-4%	2.6%	13%	6%	0.3	57	16%	i	0.5	3%	12%
c1ccc(-c2ccc(C3CCCN3)cc2)cc1 (centres undefined)	-5%	2.4%	6%	6%	-1.8	96	5%	i	0.6	-1%	4%
CC(=O)COc1ccc(-c2csnn2)cc1	-3%	0.5%	1%	-1%	-1.1	49	9%	i	0.7	-5%	15%
CC(=O)c1ccc2noc(-c3cccc(F)c3)c2c1	-11%	-0.2%	-9%	-10%	2.0	98	0%	i	0.5	7%	5%
CCc1c(C#N)c(SCc2c(C)noc2C)nc2c1C(=O)CC(C)(C)C2	-3%	-1.5%	-2%	4%	0.5	55	6%	i	0.4	-5%	-3%
CCCCc1nc2ccccc2c(NC(=O)CN2CCCC2)c1CCC	-7%	2.5%	2%	10%	0.0	57	8%	i	7.0	6%	29%
C/C(=N\NC(=O)c1cccc(S(=O)(=O)N2CCOCC2)c1)c1ccc(OCC(=O)N(C)C)cc1	nt	nt	nt	nt	-0.6	64	nt	i	0.2	-7%	2%
Cc1ccc(C(=O)CSc2nn3c(=O)c(C(C)(C)C)nnc3s2)cc1	-4%	-0.4%	2%	6%	4.3	50	13%	i	1.3	25%	2%
O=C(NC1CC1)c1ccc(CS(=O)c2ccc(Br)cc2)o1 (centres undefined)	-7%	1.0%	9%	-6%	-0.8	67	13%	i	5.6	-7%	0%
COc1ccc(/C=C/C(=O)Nc2ccc(NC(C)=O)cc2)cc1S(=O)(=O)N1CCOCC1	2%	-2.5%	-1%	13%	-0.4	63	2%	i	0.6	-8%	9%
C/C(=N\NC(=O)c1ccc([N+](=O)[O-])c(C)c1)c1ccccc1Cl	-4%	7.3%	-3%	0%	0.8	71	0%	i	0.1	8%	2%
Cc1cc(=O)n2nc(N3CCCC(C(=O)NCc4ccccc4Cl)C3)sc2n1 (centres undefined)	-7%	-1.1%	-3%	27%	1.0	55	3%	i	4.3	4%	4%
Cc1ccc(C(=O)C(C)OC(=O)c2nc(Cl)ccc2Cl)cc1 (centres undefined)	-12%	-0.8%	-3%	6%	-0.4	53	25%	i	3.1	-1%	2%
CC(C)C(C(=O)OCC(=O)c1ccc2c(c1)NC(=O)CO2)N1C(=O)c2ccccc2C1=O (centres undefined)	-3%	-2.9%	3%	3%	-1.2	89	-3%	i	0.4	-1%	-1%
Cc1ccc(Sc2c(C)nn(C(=O)CNS(=O)(=O)c3ccc(F)cc3)c2C)cc1	-6%	0.4%	-1%	7%	1.6	37	1%	i	0.1	-1%	13%
S=C(NCc1ccncc1)NC1CCCCC1	-3%	-2.2%	-1%	-8%	-0.4	82	-8%	i	0.1	-2%	0%
COc1ccccc1C(CNC(=O)C1CC(=O)N(Cc2ccc(C)cc2)C1)N1CCCC1 (centres undefined)	nt	nt	nt	nt	-2.2	63	nt	i	1.2	5%	12%
CC(=O)Nc1ccc(NC(=O)c2cc(=O)c3ccccc3o2)cc1	-2%	-1.0%	3%	-8%	0.0	46	12%	i	2.9	7%	13%
O=C(c1ccc(OC2CCN(C/C=C/c3ccc(F)cc3)CC2)cc1)N1CCCC1	-12%	1.5%	-2%	5%	2.0	64	-1%	i	0.4	1%	9%
C=CCn1c(N)c(C(=O)N2CCN(C)CC2)sc1=S	-2%	-1.7%	2%	-5%	0.8	65	13%	i	0.5	6%	14%
Cc1cccc(-n2ncc3c(NCCN4CCOCC4)ncnc32)c1	-4%	-1.5%	1%	-11%	0.3	78	-13%	i	0.3	-4%	2%
